ABHD4 inh = ABHD4 inhibitors, primary screen, biochemical, fluorescence polarization, mouse. (Lyso)-N-acylphosphatidylethanolamine lipase (Mus musculus), Q8VD66. purified mABHD4, FP-Rh probe fluorescence polarization. inhibition, % at 8.92 µM. actives 0.54% (n = 370,000). AID 720543, 2013;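 active = inhibition exceeding the mean over every tested compound plus 3 SD, cut at about 30% in these data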;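 also: 0% = plate median of compound wells and 100% = S159A mutant with DMSO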
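Material: mouse ABHD4 enzyme, wild type; Benchmarks: S159A mutant high control, sample median low control; Buffer or medium: HEPES pH 7.0, NaCl, Pluronic buffer; Signal: fluorescence polarization; Read-out: percent inhibition of probe binding, normalized to plate controls; Timing: pre-incubation 45 min, probe exposure 60 min, at 25 °C; Dosing: 8.92 µM, single dose.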
rCAG RNA binder = binders of r(CAG) RNA repeats, primary screen, biochemical, fluorescence. r(CAG) RNA repeat, TO-PRO-1 dye displacement fluorescence. inhibition, % at 3 µM. AID 651821, 2012. actives 1.3% (n = 370,000);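 active = inhibition above the plate cutoff, the mean of all test compounds on that plate plus 3 SD, cut at about 35% in these data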;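 also: 0% = DMSO alone and 100% = 100 µM mitoxantrone as full dye displacement; higher means more dye released from RNA so lower well fluorescence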
NPR2 activator = human GC-B receptor activators, primary screen, HEK293 GC-B cells, cGMP TR-FRET, EC30 CNP; Atrial natriuretic peptide receptor 2 (Homo sapiens), P20594; 0% at EC30 CNP, 100% saturating CNP; activation, % at 10 µM; actives 0.11% (n = 370,000);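 active = activation at 10 µM reaching about 35% in either raw or pattern-adjusted values, limit read from the data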
TCR-CD3 inh = inhibitors of human TCR-CD3 interaction, primary screen, biochemical, fluorescence, TAMRA-labeled TCR probe; inhibition, % at 9.4 µM; actives 0.37% (n = 360,000); in the data active = inhibition above about 19%;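 also: recombinant mutant TCR 2C K166C tagged with TAMRA read by polarization; 0% = receptor in buffer alone and 100% = receptor with positive control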
HTRA1 inhibitor = HTRA1 serine protease inhibitors, primary screen, biochemical, fluorescence polarization, HTS; Q92743; recombinant HTRA1, FP-rhodamine activity-based probe; inhibition, % at 5.96 µM; actives 0.5% (n = 340,000); in the data active = inhibition above about 36%;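 also: 0% = enzyme with DMSO and 100% = wells lacking enzyme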
SIAE primary = human SIAE inhibitors, primary screen, biochemical, fluorescence polarization, FP-Rh probe, 1536-well HTS; Sialate O-acetylesterase (Homo sapiens), Q9HAT2; SIAE FP-Rh probe binding; inhibition, % at 9.66 µM; actives 0.69% (n = 370,000); AID 1053197, 2014;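 active = inhibition above a cutoff: mean of compounds within the control limits plus 3 SD of those, cut at about 17% in these data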;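 also: 0% = plate median of compound wells and 100% = probe without SIAE protein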
PRMT1 FP inh = PRMT1 methyltransferase inhibitors, primary screen, biochemical, fluorescence polarization. Protein arginine N-methyltransferase 1 (Homo sapiens), Q99873. recombinant PRMT1, activity-based probe fluorescence polarization. inhibition, % at 2.79 µM. actives 1.3% (n = 370,000). AID 652257, 2013;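 active = inhibition above about 21% made by adding two undisclosed values, limit read from the data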
Target sequence (Q99873 whole entry, looked up): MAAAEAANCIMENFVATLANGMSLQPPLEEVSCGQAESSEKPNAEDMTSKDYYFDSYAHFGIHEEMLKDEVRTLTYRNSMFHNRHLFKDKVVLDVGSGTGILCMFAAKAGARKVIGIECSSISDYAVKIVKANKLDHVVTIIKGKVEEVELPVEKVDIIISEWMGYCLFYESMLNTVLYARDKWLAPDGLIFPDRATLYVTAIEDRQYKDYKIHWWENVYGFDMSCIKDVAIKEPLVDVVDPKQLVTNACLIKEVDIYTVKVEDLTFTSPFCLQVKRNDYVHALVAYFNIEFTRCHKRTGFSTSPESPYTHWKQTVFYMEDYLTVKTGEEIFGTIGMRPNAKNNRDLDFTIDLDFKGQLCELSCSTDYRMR
UHRF1 MBD2 ctr = UHRF1 methylated DNA binding inhibitors, primary screen, counter-screen for MBD2 inhibitor project, biochemical, TR-FRET, human UHRF1, single concentration. AID 687016, 2013. actives 0.75% (n = 370,000). UHRF1 binding to methylated oligo. E3 ubiquitin-protein ligase UHRF1 (Homo sapiens), Q96T88. inhibition, % at 4.4 µM; in the data active = inhibition above about 21%;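 also: UHRF1 SRA domain binding a hemimethylated CpG hairpin DNA probe; 0% = median of test compound wells and 100% = reference inhibitor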
MBD2 inh = inhibitors of MBD2 binding to methylated DNA, primary screen, biochemical, TR-FRET, DNA-binding domain, human. AID 686964, 2013. actives 0.31% (n = 370,000). Methyl-CpG-binding domain protein 2 (Homo sapiens), Q9UBB5. MBD2 binding to methylated oligonucleotide. inhibition, % at 4.4 µM; in the data active = inhibition above about 13%
Target sequence (Q9UBB5 whole entry, looked up, the tested form may be a part): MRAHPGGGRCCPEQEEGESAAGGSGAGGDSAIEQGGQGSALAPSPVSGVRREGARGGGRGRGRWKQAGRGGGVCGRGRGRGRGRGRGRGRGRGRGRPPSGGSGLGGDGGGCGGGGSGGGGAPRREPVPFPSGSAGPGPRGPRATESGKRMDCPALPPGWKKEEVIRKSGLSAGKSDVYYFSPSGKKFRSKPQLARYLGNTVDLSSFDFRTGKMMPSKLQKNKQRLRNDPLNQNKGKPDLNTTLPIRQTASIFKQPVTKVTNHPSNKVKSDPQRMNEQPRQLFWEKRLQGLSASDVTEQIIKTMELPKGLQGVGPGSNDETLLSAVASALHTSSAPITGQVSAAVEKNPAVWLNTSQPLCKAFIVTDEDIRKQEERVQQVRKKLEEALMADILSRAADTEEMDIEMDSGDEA
NPR1 activator = GC-A stimulated cGMP production enhancers – HEK293 GC-A cells, cGMP TR-FRET, EC30 ANP, primary screen. Atrial natriuretic peptide receptor 1 (Homo sapiens), P16066. 0% at EC30 ANP, 100% saturating ANP. activation, % at 10 µM. actives 0.14% (n = 370,000); in the data active = activation above about 40%
* = called active by the depositor; / = not tested or not shown.

molecule	ABHD4 inh	rCAG RNA binder	NPR2 activator	TCR-CD3 inh	HTRA1 inhibitor	SIAE primary	PRMT1 FP inh	UHRF1 MBD2 ctr	MBD2 inh	NPR1 activator
COc1ccccc1NC(=S)N1CCN(c2ncccn2)CC1	3	-1	-7	-4	2	0	1	1	-1	0
CC(CNC(=S)Nc1cc(F)cc(F)c1)CSc1ccc(Cl)cc1 (stereo unspecified)	-31	4	1	4	-40	-19	-1	-1	3	3
Cc1c(C(=O)OC2CCCCC2)[nH]c2c1C(=O)CC(C)(C)C2	13	-8	-5	-4	-3	2	1	4	2	-1
NS(=O)(=O)c1ccc(N=Nc2c(O)c(C(=O)O)cc3ccccc23)cc1	49*	46*	-7	-5	45*	9	12	2	-14	-5
O=C(N/N=C/c1cccc2ccccc12)c1ccccc1Cl	-14	-1	-5	1	-17	-8	1	-2	2	-6
CCCC(=O)Nc1nc(-c2ccc3c(c2)CCN3S(C)(=O)=O)cs1	-2	4	1	-2	-3	1	3	4	1	4
CC1(C)Cc2c(c(-c3ccccc3)nc(N3CCCC3)c2C(N)=O)CO1	3	-6	-6	-6	0	2	-2	4	-1	-3
Cc1[nH]n(-c2ccc(Br)cc2)c(=O)c1/C=N/NC(=O)c1ccccc1	8	4	8	4	14	17*	2	-7	-4	9
NS(=O)(=O)c1cccc(NC(=O)COC(=O)Cc2ccc(Cl)cc2)c1	-10	2	0	1	-10	4	-1	-5	2	-3
N#Cc1cn(CC(=O)NCc2cccnc2)c2ccccc12	0	-1	0	-3	0	0	1	1	2	2
O=C(OCC(=O)N1CCN(c2cccc(Cl)c2)CC1)c1ccco1	6	-3	3	2	12	2	-6	-3	-6	0
O=C(/C=C/c1ccco1)Oc1ccc(C(=S)N2CCOCC2)cc1	3	-4	1	-1	-7	2	0	0	-3	3
COc1ccc2nc(C(C)O)[nH]c2c1 (stereo unspecified)	-5	-3	1	2	6	-4	0	-1	-3	1
CCOc1ccc(Cc2c(Cl)nc(SC)nc2N(C)C)cc1	-3	0	-5	6	-12	3	0	1	-3	1
Cc1cc(N2C(=O)Cc3ccccc3C2=O)ccc1C(C)C	6	24	1	3	-7	-5	0	-5	-8	-1
COc1cccc(/C=C/C(=O)NNC(=O)c2ccco2)c1OC	-2	4	3	0	-1	-2	-3	0	0	-1
CC(C)NC(=O)N(C)C[C@H]1Oc2cc(Br)ccc2S(=O)(=O)N([C@H](C)CO)C[C@H]1C	5	0	-1	-7	2	1	0	-2	1	2
CCC1=Nc2cc(C(=O)NCCN3CCOCC3)ccc2Sc2ccc(C)cc21	0	-4	-1	1	3	-6	-8	-2	2	2
O=C(N1CCN(c2ccc(F)cc2)CC1)C1(c2cccs2)CCOCC1	0	-6	-6	2	4	-2	0	2	-2	-2
O=C(CCc1ccc(S(=O)(=O)N2CCOCC2)cc1)NCCc1ccccn1	0	-2	0	-1	1	-3	1	3	1	5
Cc1ccc(-c2cc(C)nc3nc(N)nn23)cc1	0	-1	1	7	0	3	-1	-1	2	-1
COC(=O)[C@H](C(C)C)N(Cc1cn(Cc2ccccc2)nn1)S(=O)(=O)c1ccccc1Br	-1	-1	-4	/	/	1	-2	-1	-7	-1
O=C1CCCN1C1CCN(Cc2ccccc2)S(=O)(=O)N1 (stereo unspecified)	-3	1	-1	0	/	1	4	0	-5	-3
O=C(N/N=C/C1CCCCC1)c1ccccc1-n1cccc1	0	-2	1	8	-5	2	-3	-1	4	-1
O=C(CSc1nccn1Cc1ccc(F)cc1)Nc1ccc(F)cc1F	-1	-6	1	0	-4	13	-1	1	-2	-1
O=[N+]([O-])c1cc2oc3c(c2c(C=NCc2ccccc2)c1O)CCCC3	31*	14	-17	2	43*	28*	8	-8	-7	-21
Cc1cc2c(c(C)c1CCO)C(=O)[C@H](C)C2	3	0	5	8	7	6	-5	-2	-1	7
COC(=O)c1cnc(Oc2ccc(NC(=O)NC(=O)c3c(F)cccc3F)cc2)cc1C(F)(F)F	-2	-3	-8	-5	-1	3	-2	7	3	-8
COc1ccc(N2CCN(S(=O)(=O)CCNC(=O)c3ccc4c(c3)OCO4)CC2)cc1	0	-2	-8	7	-3	2	1	0	0	-2
Cc1cccc(N2CCN(C(=O)c3cn4ccccc4n3)CC2C)c1 (stereo unspecified)	5	-8	5	1	3	1	1	3	5	-4
COc1ccc2c(c1)CCCN2C(=O)C1CCCN(S(=O)(=O)c2cccs2)C1 (stereo unspecified)	0	0	-1	/	/	4	-12	-1	7	-5
Cc1ccc(Cl)cc1N1CCN(S(=O)(=O)c2ccc3c(c2)oc(=O)n3C)CC1	-4	4	-8	1	-19	-15	-1	1	2	-3
COc1ccc(NC(=O)c2sc(-c3ccccc3)nc2C)c(OC)c1	0	5	-1	-3	3	1	0	0	0	6
CC(C)NC(=O)c1ccc2c(=O)n(C3CCCC3)c(=S)[nH]c2c1	9	-1	-3	1	-2	3	0	-5	4	-2
O=C(NCCc1ccccc1)c1n[nH]c2ccccc12	-6	0	-5	5	-7	3	1	2	0	-3
CCCCN1C(=O)c2ccc(C(=O)OCC(=O)NCCc3ccc(S(N)(=O)=O)cc3)cc2C1=O	3	2	0	-6	4	3	1	0	3	1
COc1ccccc1C(=O)NCC(=O)OCc1nnc(-c2ccccc2)o1	-4	4	-6	5	0	-8	-1	-2	1	1
O=C(Nc1ccccc1)N1CCN(c2nc(-c3ccccc3)ns2)CC1	-4	-1	-4	0	-17	-6	-4	0	1	-1
Cc1ccc(-c2csc3ncnc(Sc4nnc(CN5CCCCCC5=O)o4)c23)cc1	-17	3	7	-2	-13	-14	8	5	9	2
C[C@H](O)[C@@H]1CN2CCc3c([nH]c4cccc(-c5ccccc5)c34)[C@@H]2C[C@@H]1N(C)C(=O)c1ccco1	0	9	3	/	/	-3	7	-5	-10	10
O=[N+]([O-])c1cccc(/C=N/Nc2ccccn2)c1	2	3	-4	-5	-1	-2	1	-1	-6	-8
O=C(Nc1ccc2c(c1)OCO2)C1(S(=O)(=O)c2ccc(Cl)cc2)CC1	1	6	6	-2	15	14	1	-5	-9	2
Fc1cccc(CCN2CCN=C2Nc2ccccc2)c1	4	-1	2	4	-1	0	-1	0	6	-3
COc1ccc(C(=O)N2CCCC(Nc3ccc(C)c(C)c3)C2)c(OC)n1 (stereo unspecified)	-2	-10	1	4	8	2	3	-3	-1	-3
Cc1cc(-c2nnc(SCC(=O)c3ccc(F)cc3)o2)no1	3	-3	-5	-1	4	-4	2	-1	0	-1
CS(=O)(=O)N(CC(N)=O)c1ccc2c(c1)OCO2	-7	3	-6	-11	2	3	-2	7	-5	-8
CC1=C(C(=O)OCc2ccccc2)C(c2cccc3ccccc23)NC(=O)N1CCCC(=O)O (stereo unspecified)	5	25	3	6	3	-1	0	0	3	-2
CC(Oc1ccc(Br)cc1)C(=O)Nc1nc(-c2ccccn2)cs1 (stereo unspecified)	-14	0	7	-2	2	2	3	0	6	9
CCN(c1cccc(C)c1)C1C(=O)c2ccccc2N1C(C)=O (stereo unspecified)	11	1	3	-7	-8	6	4	-4	0	-1
CC12CCC(C(=O)NNC(=O)c3ccccc3)(OC1=O)C2(C)C (stereo unspecified)	-7	-2	0	11	9	-3	-1	-1	1	-1
CC(=O)N1CCCc2cc(S(=O)(=O)NC(C(=O)NC3CCCCC3)C(C)C)ccc21 (stereo unspecified)	-1	-4	2	-8	-2	0	4	1	5	-3
NC(=O)c1nn(CC(=O)Nc2cccc(S(=O)(=O)N3CCCC3)c2)c(=O)c2ccccc12	-2	9	3	1	-3	-7	3	0	3	-2
O=C(CCN1CCN(Cc2ccccc2)CC1)NNC(=O)Nc1cccc(Cl)c1	8	-3	-5	6	1	5	-4	-2	-4	-5
Cc1cc(NC(=O)CSc2nnc(C)n2-c2ccccc2C)no1	-1	-5	-1	0	4	-6	-3	2	-7	1
O=C(NC1CCC(O)CC1)c1ccc(-c2ccc(Cl)cc2)o1 (stereo unspecified)	4	-5	0	-1	-6	4	1	-2	-2	2
Cc1cc2nc(C3CCN(C(=S)NCC(C)C)CC3)[nH]c2cc1C	6	-2	-9	8	-9	0	2	1	0	-8

Sorted by molar mass (highest first): part of the list above
molecule	ABHD4 inh	rCAG RNA binder	NPR2 activator	TCR-CD3 inh	HTRA1 inhibitor	SIAE primary	PRMT1 FP inh	UHRF1 MBD2 ctr	MBD2 inh	NPR1 activator
O=C(CCN1CCN(Cc2ccccc2)CC1)NNC(=O)Nc1cccc(Cl)c1	8	-3	-5	6	1	5	-4	-2	-4	-5
Cc1cccc(N2CCN(C(=O)c3cn4ccccc4n3)CC2C)c1 (stereo unspecified)	5	-8	5	1	3	1	1	3	5	-4
CS(=O)(=O)N(CC(N)=O)c1ccc2c(c1)OCO2	-7	3	-6	-11	2	3	-2	7	-5	-8

Next section:
molecule	ABHD4 inh	rCAG RNA binder	NPR2 activator	TCR-CD3 inh	HTRA1 inhibitor	SIAE primary	PRMT1 FP inh	UHRF1 MBD2 ctr	MBD2 inh	NPR1 activator
Cc1c(C(=N)C(C#N)C#N)c(=N)oc2c1ccc1ccccc12	-1	28	-5	-4	-15	-8	-1	-7	-1	-9
Cc1cc(C)c(S(=O)(=O)n2ccc3ccccc32)c(C)c1	-3	-2	-1	-1	-9	-11	-2	-2	0	-6
COc1ccc(C(C)=O)cc1CSc1nc2cc(Cl)ccc2o1	1	0	-11	8	-9	2	1	5	-2	-3
Cc1cc(Br)c2c(c1)/C(=C/C(=O)c1cccs1)C(=O)N2	24	19	-15	3	16	-2	4	0	-2	-32
CN(CCc1ccccc1)C(=O)c1cccc(NC(=O)Cc2cccc(NC(=O)C3CCCN(C(=O)CCc4ccccc4)C3)c2)c1 (stereo unspecified)	-16	10	-2	-1	-30	-12	-5	-1	-2	3
CCCCN1C(=N)N([C@@H](CCC)CN2CCC[C@H]2CN2C(N)=NC[C@@H]2Cc2ccccc2)C[C@H]1Cc1ccccc1	19	8	8	7	-5	-1	2	3	-1	2
COc1ccccc1-c1nnc(-c2ccc(N3CCOCC3)cc2)o1	0	2	-2	0	1	5	1	0	4	8
Cc1cc(C)nc(N/N=C/c2cc(Br)ccc2O)n1	3	0	3	-1	-4	1	-3	-3	-5	3
COc1cccc(NC(=O)N2CCc3nc(Nc4cc(Cl)cc(Cl)c4)ncc3C2)c1	-57	5	4	5	/	-53	-8	-2	-1	15
C=CCn1c(COc2ccccc2C)nnc1SCC(=O)O	3	6	6	-4	2	-11	1	10	8	4
COc1ccc(S(=O)(=O)NCCc2c[nH]c3ccc(C)cc23)cc1	-10	10	3	-5	-4	6	-1	3	-1	-4
CC(=O)O/N=C/c1c(C)c(C=O)n2ccccc12	-10	2	-6	-4	7	2	10	1	3	-3

Bioassay records as filed in PubChem BioAssay.

The list is partial; rates above refer to the full screens.
